Assay outcomes: PubChem, National Center for Advancing Translational Sciences (NCATS)
TDP1 inh – TDP1 (human) enzyme inhibition | Q9NUW8 | recombinant TDP1, AlphaScreen DNA substrate cleavage | Potency, µM (top dose mostly 130 µM), without a hit: top-dose activity change, negative = inhibition, most hits filed as inhibitors | 350,000 tested, 0.28% active; note: nearly all actives have a fitted effect of over 40% in size
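Recombinant human Tdp1 (E. coli-expressed, 1 nM final) preincubated with compounds 15 min at room temperature, then 5'-biotin/3'-phosphotyrosine-FITC DNA substrate (15 nM final) added for 5 min. AlphaScreen beads (10 ug/ml final) added 10 min; cleavage lowers signal.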
FEN1 inhibitor – inhibitors of human flap endonuclease 1 | P39748 | Recombinant FEN1 flap cleavage, fluorescence, 15 min | Potency, µM (top dose mostly 114 µM), without a hit: at the highest dose activity change, negative = inhibition, usual class: inhibitors | 390,000 tested, 0.35% active | AID 588795; note: nearly all actives have a fitted effect of over 65% in size
Target sequence (P39748 whole entry, looked up): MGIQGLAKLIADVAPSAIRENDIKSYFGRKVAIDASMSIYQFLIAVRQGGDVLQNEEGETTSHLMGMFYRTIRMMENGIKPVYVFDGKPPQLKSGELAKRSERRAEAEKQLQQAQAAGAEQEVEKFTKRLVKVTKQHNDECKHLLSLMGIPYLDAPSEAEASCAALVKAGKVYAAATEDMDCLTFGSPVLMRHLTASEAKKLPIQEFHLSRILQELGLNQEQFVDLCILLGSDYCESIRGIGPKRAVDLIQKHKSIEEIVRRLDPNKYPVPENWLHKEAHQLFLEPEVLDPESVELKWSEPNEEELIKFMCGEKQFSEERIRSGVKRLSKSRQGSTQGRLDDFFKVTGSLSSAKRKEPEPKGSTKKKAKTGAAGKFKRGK
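Recombinant FEN1 (10 nM) was preincubated with pin-transferred compounds for 15 min at room temperature, then flap DNA substrate (50 nM final) was added. Plates were read at 0 and 15 min, and normalized concentration–response data were fitted to a four-parameter Hill equation.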
N370S GC – inhibitors or activators of N370S glucocerebrosidase for Gaucher disease | P04062 | N370S GC spleen homogenate, 4MU-glucoside fluorescence | Potency, µM (titrated, usually from 59.4 µM), inactives show top-dose activity change, negative = inhibition, actives largely listed as inhibitors | 330,000 tested, 0.092% active | AID 2101;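 note: 0% = full enzyme activity and -100% = no enzyme basal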
Numbers without * were called inactive; u = inconclusive; x = not tested or not shown; & = joins results of further samples; [ ] = another dose, or the depositor's remark. Calls come from the whole dose curve; as a rule, active = well fitted curve in the direction sought with a large enough effect; inconclusive = small, poorly fitted or top-dose-only effect, or another doubt; inactive = no such curve, though single readings can be large; an effect the other way counts as inactive or inconclusive. Unless noted, % is set by controls: 0 for no effect and ±100 for the full control effect; potency is the fitted concentration of half-maximal effect. This is a random part of the collection; 0.53% or so of the library scored in one or more.

SMILES	TDP1 inh	FEN1 inhibitor	N370S GC
C=CCn1c(COc2ccc(Cl)cc2)nnc1SCC(=O)Nc1ccc(S(N)(=O)=O)cc1	-4%	6%	-4%
CC1=CC(C)(C)NC(=S)N1c1ccccc1C	5%	-5%&-1%	-9%
CCCCn1c(N)c(N(CCOC)C(=O)COC(=O)CCOc2ccccc2C)c(=O)[nH]c1=O	1%	-6%	-20%
NCCCCNS(=O)(=O)c1cccc2c(Cl)cccc12	6%[56.1 µM]	x	-20%
CN(C)C(CNC(=O)NC1CCCCC1)c1cccnc1 (stereo not drawn)	-1%	-4%	3%
COc1ccc2nc(SCC(=O)Nc3ccccc3C)[nH]c2c1	6%	-14%	4%
Cc1nnc(SCC(=O)Nc2cccc(Br)c2)s1	2%	-11%	x
O=C(CN(Cc1ccco1)C(=O)c1ccc(N2CCCC2=O)cc1)Nc1ccccc1C(F)(F)F	x	5%	-8%
CC(=O)Nc1ccc(NC(=O)COC(=O)COc2ccc3ccccc3c2)cc1	2%	-7%	x
CSc1ccccc1C(=O)Nc1ccccc1C(=O)NC(C)C	3%	1%	10%
COc1ccccc1C(=O)NCCC(=O)Nc1ccc(S(=O)(=O)N2C(C)CCCC2C)cc1 (stereo not drawn)	1%	13%	x
Cc1ccc(S(=O)(=O)CCC(=O)NCCc2ccccc2)cc1	x	2%	-6%
CC(=O)c1cc2c(cc1NC(=O)CN1CCCCCCC1)OCO2	-5%	9%	-16%
CCc1nn2c(=O)c(S(=O)(=O)Nc3ccc(C(C)C)cc3)c(C)nc2s1	0%	1%&11%	-15%
Cc1nnc2sc(-c3cccc(NC(=O)c4cccnc4)c3)nn12	2%	-6%	5%
CCOc1ccccc1C1CC(=O)Nc2c1c(=O)n(C)c(=O)n2C (stereo not drawn)	4%	0%	-2%
O=C1Nc2cc(C(=O)NCCN3CCCCCC3)ccc2S/C1=C\c1ccccc1	6%	-21%	-16%
COc1ccc(NC(=O)CSc2cn(CCNC(=O)c3ccc(OC)cc3)c3ccccc23)cc1	7%	2%	x
CCc1nn2c(=O)cc(COC(=O)c3ccc(SC)cc3OC)nc2s1	-4%	-1%	x
Cc1ccc(Cl)cc1N1CCN(C(=O)C2CCCN(S(=O)(=O)c3cnc[nH]3)C2)CC1 (stereo not drawn)	3%	-15%	-2%
CN(Cc1ccccc1)C(=O)COC(=O)CCC(=O)c1ccc(Cl)cc1	0%	-4%	x
CCN(CC)c1ccc2c(c1)CCCN2	10%	x	0%
O=C(COCc1cc(-c2cccs2)on1)N1CCN(c2ccccc2)CC1	-2%	-7%	x
COc1ccc(S(=O)(=O)n2cnc3ccccc32)c(C)c1	x	-16%	-6%
COC(=O)c1ccccc1NC(=O)CSc1nc2ccccc2c(=O)[nH]1	5%	-8%	26%
CNC(=O)c1ccc(Nc2nnc(-c3ccc(C)c(S(=O)(=O)NCC4CCCO4)c3)c3ccccc23)cc1 (stereo not drawn)	-3%	11%	7%
Cc1ccc(CNC(=O)c2c(-c3ccccc3F)noc2C)o1	3%	-9%	x
Cc1nn(Cc2ccccc2)c(C)c1NC(=O)c1ccc([N+](=O)[O-])cc1[N+](=O)[O-]	7%	4%	7%
CC(=O)Nc1ccc(S(=O)(=O)N2CCCC(C(=O)O)C2)cc1 (stereo not drawn)	2%	0%	5%
Cc1cc(C(=O)N2CCN(S(=O)(=O)c3ccccc3C#N)CC2)c(C)o1	1%[56.1 µM]	-3%	x

Some of these compounds in order of number of heavy atoms, smallest number first:
SMILES	TDP1 inh	FEN1 inhibitor	N370S GC
Cc1cc(C(=O)N2CCN(S(=O)(=O)c3ccccc3C#N)CC2)c(C)o1	1%[56.1 µM]	-3%	x
Cc1nn(Cc2ccccc2)c(C)c1NC(=O)c1ccc([N+](=O)[O-])cc1[N+](=O)[O-]	7%	4%	7%
CNC(=O)c1ccc(Nc2nnc(-c3ccc(C)c(S(=O)(=O)NCC4CCCO4)c3)c3ccccc23)cc1 (stereo not drawn)	-3%	11%	7%

The list continues:
SMILES	TDP1 inh	FEN1 inhibitor	N370S GC
CCC(=O)OC1(C)C(=O)C=C2C=C(c3ccc(C#N)cc3)OC=C2C1=O (stereo not drawn)	-6%	u	-7%
COc1ccc(S(=O)(=O)N2CCC(C(=O)NCc3ccccc3)CC2)cc1OC	-5%	-3%	-4%
O=C(O)c1ccc(N/N=C/c2ccc(-c3cc(Cl)ccc3Cl)o2)cc1	71µM*	79µM*	-1%
CCOC(=O)Oc1ccc2c(c1)C(C)=CC(C)(C)N2C(=O)OCC	1%	-21%	-1%
COc1ccc(NC(=O)Cn2cc(S(=O)(=O)Cc3ccc(F)cc3)c3ccccc32)cc1OC	-5%	-3%	x
COc1ccc(-c2cc(C(F)(F)F)nc(SCC(=O)NCc3ccc(F)cc3)n2)cc1	3%	-3%	x
CC(C)(c1ccc(O)cc1)c1ccc(O)cc1	8%&6%	11%	7%&7%&-3%
O=C(Nc1ccccc1)Nc1csc2ccccc12	x	-5%	u
CC(C)Cc1nnc(NC(=O)CN2C(=O)c3ccccc3C2=O)s1	6%	1%	6%
CCOc1ccccc1CNC(=O)c1cnc2sc(N3CCCCCC3)nn2c1=O	5%	-13%	x
Cc1ccc2cc(C3CC(c4ccco4)=NN3C(=O)CCC(=O)O)c(Cl)nc2c1 (stereo not drawn)	3%	-2%	2%
CCC(C)NC(=O)Cn1c(=O)n(Cc2ccc(C(=O)NCCCOC)cc2)c(=O)c2ccccc21 (stereo not drawn)	-2%[12.3 µM]	-11%	x
COC(=O)C(=O)/C=C(\O)c1ccc(C)cc1	3%	u	-1%
Cc1ccc(-c2ccnc3nc(-n4cccc4)nn23)o1	0%	-13%	6%
CSc1nnc(C)c(=O)n1COC(=O)COc1ccc2ccccc2c1	3%	-14%	5%
O=C(Nc1ccccc1)C1CCCN1/C=C/C(=O)C(F)(F)F (stereo not drawn)	3%	3%	23%
CCOc1ccc(NC(=O)c2cnc(Nc3ccccc3OC)c3ccccc23)cc1	-3%	6%	x
CN(CCOc1ccccc1)C(=O)c1cc([N+](=O)[O-])ccc1N1CCOCC1	x	-1%	-6%
CC(C)c1ccc(NC(=O)C2CCN(S(=O)(=O)c3cccc4nonc34)CC2)cc1	-1%	1%	x
O=C(O)c1ccc(N2CCc3ccccc32)c([N+](=O)[O-])c1	x	-19%	-2%
CC1CCN(S(=O)(=O)c2cccc(C(=O)NCC3CCCO3)c2)CC1 (stereo not drawn)	2%	10%	-3%
Cc1ccccc1Nc1c(-c2ccccc2)nc2cccc(C)n12	0%	2%&0%	x
c1ccc(-c2noc(CC3CCCCC3)n2)cc1	-5%	1%	2%
Cc1ccc(F)cc1NC(=O)C12CC3CC(C1)CC(n1cnc([N+](=O)[O-])n1)(C3)C2	-1%	3%	11%[12.8 µM]
Cc1cc(C)c(C#N)c(SCc2cn3c(C)cccc3n2)n1	4%	-8%	0%
COc1ccc(C)cc1NC(=O)c1cc2c(s1)CCC2	-6%	-1%	u
O=Cc1cccn1-c1ccc2ccccc2c1	-3%	17%	8%
COc1cc(SC)ccc1C(=O)NCCOc1ccccc1Cl	-2%	0%	u
O=C(NC1CCN(Cc2ccccc2)CC1)c1cc(Br)c(Br)[nH]1	3%	3%	-10%
CCCCN(CCCC)c1nc2ccccc2nc1NS(=O)(=O)c1ccc(NC(C)=O)cc1	1%	-5%	0%

Three of the entries above in order of their number in TDP1 inh, smallest number first.
Compound,TDP1 inh
COc1cc(SC)ccc1C(=O)NCCOc1ccccc1Cl,-2%
Cc1ccccc1Nc1c(-c2ccccc2)nc2cccc(C)n12,0%
CCCCN(CCCC)c1nc2ccccc2nc1NS(=O)(=O)c1ccc(NC(C)=O)cc1,1%

Records listed above marked active in TDP1 inh:
canonical_smiles,TDP1 inh,N370S GC
O=C(O)c1ccc(N/N=C/c2ccc(-c3cc(Cl)ccc3Cl)o2)cc1,71µM*,-1%

Continuation.
SMILES	TDP1 inh	FEN1 inhibitor	N370S GC
Cn1c(=O)c2c(C(=O)O)cc(-c3ccccc3)nc2n(Cc2ccccc2)c1=O	10%	-12%	-9%
CC1=CC(C)(C)N(C(=O)C(C)N2C(=O)c3ccccc3C2=O)c2c(C)cc(C)cc21 (stereo not drawn)	1%	x	14%
CCOC(=O)N1CCC(=NNS(=O)(=O)c2cccc([N+](=O)[O-])c2)CC1	7%	-3%	-4%
COC(=O)c1ccccc1NC(NC(=O)c1ccco1)C(=O)c1ccccc1 (stereo not drawn)	4%	-17%	5%
CCN(CC)CCNC(=O)C(C)c1nn(CC)c(=O)c2ccccc12 (stereo not drawn)	2%	-6%	-3%
CCOC(=O)N1CCC(NC(=O)c2cnn3ccccc23)CC1	0%	21%	1%
COc1ccc(C2CC(=O)Nc3c2c(=O)nc2c(C)cccn32)cc1OC (stereo not drawn)	9%	10%	x
CCOC(=O)C=Nc1c(N)n(C)c(=O)n(C)c1=O	1%	5%	-6%
C=CCNC(=O)CN(c1ccccc1OCC)S(=O)(=O)c1ccc(C)cc1	-2%	-3%	5%
COc1ccc(CN2CCN(c3ccccn3)CC2)c(OC)c1	-5%	-2%	-6%
O=C(Nc1nc(-c2ccco2)c(-c2ccco2)s1)C1CC(=O)N(c2ccc3c(c2)OCCO3)C1 (stereo not drawn)	u	u	2%
Cc1ccc(C)c(NC(=O)c2cc(S(=O)(=O)N3CCCCC3)c[nH]2)c1	x	16%	-3%
COc1cccc2cc(C(=O)C3=C(O)C(=O)N(Cc4ccco4)C3c3cccnc3)oc12 (stereo not drawn)	0%	-7%	-7%
O=[N+]([O-])c1ccccc1NCc1ccccc1Cl	11%	-5%	13%
Cc1nnc(N(Cc2ccco2)C(=O)c2ccno2)s1	3%	-4%	-12%
CCCC(=O)c1ccc(N2CCN(C(=O)c3ccc(Br)cc3)CC2)c(F)c1	4%	-20%	-20%
COc1ccc(NC(=O)CSc2c3c(nc4ccccc24)CCC3)cc1Cl	-12%	2%	x
CCOC(=O)CNS(=O)(=O)c1cc(-c2nnc(Nc3cccc(O)c3)c3ccccc23)ccc1C	-7%[12.3 µM]	u	x
COc1ccc(-c2cc(C(F)(F)F)nc(NCc3ccc(F)cc3)n2)cc1	-15%	-24%	x
COCCNC(=S)Nc1ccccc1[N+](=O)[O-]	4%	-4%	13%
CCOc1ccccc1NC(=O)COc1cccc(-n2cnnn2)c1	0%	-15%	23%
CCc1ccc(CNC(=O)C2Cc3cc(S(=O)(=O)N4CCCCCC4)ccc3N2C(C)=O)cc1 (stereo not drawn)	6%	3%	x

Entries of single compounds, looked up by structure.
Cc1nnc(N(Cc2ccco2)C(=O)c2ccno2)s1 in the list: TDP1 inh = 3%; FEN1 inhibitor = -4%; N370S GC = -12%
CCc1nn2c(=O)cc(COC(=O)c3ccc(SC)cc3OC)nc2s1 in the list: TDP1 inh = -4%; FEN1 inhibitor = -1%; N370S GC = x
O=C1Nc2cc(C(=O)NCCN3CCCCCC3)ccc2S/C1=C\c1ccccc1 in the list: TDP1 inh = 6%; FEN1 inhibitor = -21%; N370S GC = -16%
